Source: PubChem
NOD1 NF-kB reporter: NOD1 signaling inhibitors, primary screen, cell-based, luminescence, uHTS (AID 1578). NOD1-driven NF-kB luciferase reporter cells, luminescence; higher % means a stronger effect. inhibition, % at 4 µM; hits with a dose series show EC50 in µM. hit rate 1% among 290,000; in the data active = inhibition mostly above about 36%, no sharp cut-off; inactive = mostly below about 34%;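 also: HEK-293T reporter cells stimulated with the NOD1 agonist gamma-tri-DAP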
GPR55 beta-arrestin: GPR55 agonists via beta-arrestin recruitment, primary screen, imaging, U2OS cells, beta-arrestin-GFP redistribution (AID 1961); G-protein coupled receptor 55 (Homo sapiens); U2OS GPR55 beta-arrestin-GFP redistribution imaging; higher % means a stronger effect; one-dose activation, % at 10 µM; EC50 in µM for titrated hits; hit rate 0.048% among 290,000;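 active = activation above 40% with more than 50 cells counted in the well; inconclusive = wells holding fewer than 50 cells, flagged as toxic or sparse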;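 also: U2OS osteosarcoma cells stably expressing GPR55 and beta-arrestin-GFP; plate controls were DMSO negative control for no effect and LPI positive control for full effect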
T cell modulator: modulators of CD8 T cell-vesicle binding, primary screen, mouse 2C CD8+ T cells, flow cytometry; hit rate 0.068% among 330,000; AID 2052, 2009; calls only at 7 µM; 2C CD8+ T cell-vesicle binding; hits give low values;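 active = response, share of CD8 T cells binding vesicles, and their 90th percentile fluorescence all below set limits, cut at about 80% in these data, passing the limit was not always enough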
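Material: 2C TCR transgenic mouse naive CD8+ T cells, MACS-purified. Also added: QL9-charged Drosophila Ld/ICAM-1/B7-1 vesicles. Timing: binding 1.5 h at 37 °C. Measured by: high-throughput flow cytometry with anti-B7-1 and anti-CD8 staining. Read-out: percent CD8+ FL2 mean versus row control. Controls: Unloaded micro-vesicles (low), QL9 vesicles with 0.7% DMSO (high).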
NOD2 inhibition: NOD2 signaling inhibitors, cell-based, luminescence, uHTS, HEK293 (AID 1566); inhibition, % at 4 µM; hits with a dose series show EC50 in µM; HEK293 NOD2/NF-kB luciferase reporter, luminescence; higher % means a stronger effect; hit rate 0.63% among 290,000; also: many of its hits are not listed in these tables
Myeloid diff MLP: induction of myeloid progenitor differentiation, primary screen, cell-based, flow cytometry, MLPCN library | ER-HoxA9 myeloid progenitors, lysozyme-GFP differentiation | calls only at 10 µM | hit rate 1% among 360,000;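 active = normalized GFP-positive differentiation at or above the plate's own cutoff, the solvent-only control mean plus 3 SD; inconclusive = no clear call, values can overlap the other calls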;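 also: cells exposed to compound for four days before flow analysis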
KOR beta-arrestin-1: KOR agonists, beta-arrestin recruitment, primary screen, cell-based, luminescence, uHTS (AID 1777); hit rate 0.02% among 280,000; activation, % at 10 µM, or EC50 in µM where a hit was titrated; Kappa-type opioid receptor (Homo sapiens); KOR beta-arrestin recruitment, luminescence; higher % means a stronger effect; in the data active = activation above about 50%, passing the limit was not always enough; also: a part of the inactive calls stands beside numbers as strong as those of hits
KOR beta-arrestin-2: KOR antagonists, beta-arrestin recruitment, cell-based, luminescence, uHTS (AID 1778) | hit rate 0.091% among 290,000 | KOR beta-arrestin recruitment, luminescence, antagonist mode; higher % means a stronger effect | Kappa-type opioid receptor (Homo sapiens) | inhibition, % at 10 µM, or IC50 in µM where a hit was titrated; also: strong numbers were not always called active
NTR1 agonist: agonists of NTR1, primary screen, imaging, U2OS cells, beta-arrestin-GFP, high content (AID 493036) | Neurotensin receptor type 1 (Homo sapiens), P30989 | NTR1-U2OS beta-arrestin-GFP spot imaging, agonist mode | activation, % at 20 µM | hit rate 0.17% among 330,000;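 active = activation at or above 40% of the spot to cytoplasm intensity ratio, with at least 20 cells analyzed; inconclusive = wells under 20 cells, flagged as cytotoxic or low count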;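 also: 0% = DMSO without peptide and 100% = 100 nM NTR1 peptide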
Target sequence (P30989 whole entry, looked up): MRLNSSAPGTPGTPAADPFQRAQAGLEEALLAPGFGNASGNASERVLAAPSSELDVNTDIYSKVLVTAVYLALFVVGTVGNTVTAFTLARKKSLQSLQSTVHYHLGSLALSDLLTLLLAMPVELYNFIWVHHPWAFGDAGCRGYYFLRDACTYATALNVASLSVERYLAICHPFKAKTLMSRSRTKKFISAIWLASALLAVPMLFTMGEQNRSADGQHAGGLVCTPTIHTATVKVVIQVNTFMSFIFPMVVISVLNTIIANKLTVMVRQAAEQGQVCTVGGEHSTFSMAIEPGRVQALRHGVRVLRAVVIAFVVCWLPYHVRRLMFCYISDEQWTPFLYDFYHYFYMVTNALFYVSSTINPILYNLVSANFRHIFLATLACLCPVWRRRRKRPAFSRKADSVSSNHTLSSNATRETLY
GPR55 LPI antagonism: GPR55 antagonists blocking LPI-driven arrestin recruitment, primary screen, imaging, U2OS, beta-arrestin-GFP, LPI agonist (AID 2013). one-dose inhibition, % at 10 µM; IC50 in µM for titrated hits. U2OS GPR55 beta-arrestin-GFP translocation imaging, LPI antagonism; higher % means a stronger effect. G-protein coupled receptor 55 (Homo sapiens). hit rate 0.13% among 290,000;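 active = spots per cell inhibited over 60%, with over 100 cells counted and total cytoplasm intensity under 500,000; inconclusive = wells with under 100 cells, flagged as likely toxic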;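 also: U2OS cells stably carrying GPR55 and arrestin-GFP stimulated by 5 µM LPI near EC80; imaged beta-arrestin-GFP aggregate spots per cell after agonist stimulation; plate controls were LPI-stimulated DMSO wells for no effect and DMSO wells without LPI for full effect; some results filed as inactive read as strong as hits; confirmed hits need IC50 under 10 µM and bright autofluorescent wells are also inconclusive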
T cell modulator vesicle-bound %: recorded beside T cell modulator, whose call it bears; double positive events, %; measured here: CD8+ vesicle-bound cell fraction;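 binding gate set so that unloaded-vesicle control wells show 10% double positive cells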
NTR1 agonist cell count 20 µM: further read-out of NTR1 agonist, marked with its call; cell count; measured here: cell count, cytotoxicity flag
Myeloid diff MLP GFP+ MAC1+ %: recorded beside Myeloid diff MLP, whose call it bears; GFP+ MAC1+ double positive, %; measured here: differentiation confirmed by MAC1 staining
An asterisk follows results filed as active; i = inactive; u = inconclusive; x = no result given; + = active, no number; [ ] = remark or other dose. Rule as the data show it, unless noted: active = inhibition above about 50%; inactive = the rest.

The opening 3 records (preview)
SMILES | NOD1 NF-kB reporter | GPR55 beta-arrestin | T cell modulator | T cell modulator vesicle-bound % | NOD2 inhibition | Myeloid diff MLP | Myeloid diff MLP GFP+ MAC1+ % | KOR beta-arrestin-1 | KOR beta-arrestin-2 | NTR1 agonist | NTR1 agonist cell count 20 µM | GPR55 LPI antagonism
C/C(=N\NC(=S)NCc1ccccc1)c1ccc(Cl)s1 | 14% | -0.4% | i | 31 | -16% | i | 1.1 | 0.8% | 26% | 10 | 62 | 3%
CCS(=O)(=O)N1Cc2ccccc2CC1C(=O)Nc1nnc(SCc2ccc(C#N)cc2)s1 (stereo unspecified) | -15% | -0.2% | i | 43 | 10% | i | 0.1 | 5.0% | 14% | 1.6 | 50 | -4%
CCNc1ccc(P(=O)(c2ccccc2)c2ccccc2)cc1 | -38% | -0.7% | i | 68 | 0% | i | 0.1 | -1.8% | -30% | 2.7 | 28 | 1%

Results, from the start:
SMILES | NOD1 NF-kB reporter | GPR55 beta-arrestin | T cell modulator | T cell modulator vesicle-bound % | NOD2 inhibition | Myeloid diff MLP | Myeloid diff MLP GFP+ MAC1+ % | KOR beta-arrestin-1 | KOR beta-arrestin-2 | NTR1 agonist | NTR1 agonist cell count 20 µM | GPR55 LPI antagonism
C/C(=N\NC(=S)NCc1ccccc1)c1ccc(Cl)s1 | 14% | -0.4% | i | 31 | -16% | i | 1.1 | 0.8% | 26% | 10 | 62 | 3%
CCS(=O)(=O)N1Cc2ccccc2CC1C(=O)Nc1nnc(SCc2ccc(C#N)cc2)s1 (stereo unspecified) | -15% | -0.2% | i | 43 | 10% | i | 0.1 | 5.0% | 14% | 1.6 | 50 | -4%
CCNc1ccc(P(=O)(c2ccccc2)c2ccccc2)cc1 | -38% | -0.7% | i | 68 | 0% | i | 0.1 | -1.8% | -30% | 2.7 | 28 | 1%
O=C(NC1(Cc2ccc(O)cc2)CCCCC1)c1ccccc1 | -19% | -0.4% | i | 64 | -1% | i | 1.0 | -2.5% | -23%[20 µM] | -0.5 | 75 | -2%
CCC[C@H]1COCCS(=O)(=O)N1Cc1ccc(Br)cc1 | 13% | 0.0% | i | 42 | 3% | x | x | -3.2% | 8%[20 µM] | 1.4 | 63 | -4%
Nc1nc(SCC(=O)NCCc2ccccc2)[nH]c(=O)c1-c1ccccc1 | -26% | 0.6% | i | 49 | 7% | x | x | -4.4% | -19%[20 µM] | 0.6 | 38 | -6%
COc1ccccc1NC(=O)C1CCCN1C(=O)NC1CCCCC1 (stereo unspecified) | -29% | -0.1% | i | 29 | 1% | i | 0.5 | 61% | -8% | -0.6 | 66 | -15%
CCc1c(O)cc(=O)n(-c2ccccc2)c1-c1ccccc1 | 4% | -0.3% | i | 33 | 11% | i | 2.6 | 1.8% | 14% | 2.2 | 49 | 5%
CN(C)c1ccc(N=Cc2cccn2C)cc1 | -25% | -0.3% | i | 28 | 12% | x | x | -4.5% | 13% | 2.2 | 51 | 0%
Cc1ccc(-c2cc(C(F)F)n3ncc(C(=O)N4CCN(c5ccccn5)CC4)c3n2)cc1 | -22% | 1.9% | i | 34 | 12% | u | x | -3.7% | 8% | 12 | 49 | -9%
CCOC(=O)N1CCN(Cc2nc(Cc3cccc(C(F)(F)F)c3)no2)CC1 | -25% | -0.3% | i | 33 | 12% | i | 0.2 | -0.5% | 15% | 2.3 | 31 | 5%
Cc1ccc(-c2ccc(/C=N\n3cnnc3)o2)c(Br)c1 | -28% | -0.1% | i | 60 | -3% | i | 0.2 | -4.3% | 9% | 2.6 | 42 | 9%
Cn1c(N)c(C(=O)COC(=O)CCC2CCCCC2)c(=O)n(C)c1=O | -46% | -0.5% | i | 27 | 13% | i | 0.8 | 2.0% | -31% | 4.0 | 43 | 8%
O=C(CSc1nc(-c2ccco2)cc(C(F)(F)F)n1)Nc1ccc(C(=O)N2CCCCC2)cc1 | 52% | 0.2% | i | 30 | 29% | i | 2.3 | -1.6% | 10% | 7.6 | 63 | 20%
O=C(N/N=C/c1cccs1)c1cccnc1 | -1% | 0.2% | i | 44 | 11% | i | 0.7 | 0.8% | -28% | -0.3 | 51 | 3%
CC(=O)Nc1ccc(NC(=O)C2CCCN(S(=O)(=O)c3ccc(-n4cnnn4)cc3)C2)cc1 (stereo unspecified) | -23% | -0.2% | i | 48 | 4% | x | x | -6.3% | -6% | -1.4 | 44 | u
Cc1noc(C)c1COc1ccc(C(=O)OCC(=O)NCc2ccccc2Cl)cc1 | -47% | 0.0% | i | 59 | 4% | i | 0.4 | 3.5% | -82% | 0.0 | 59 | 6%
COc1ccccc1NC(=O)CSc1nc2ccccc2c(=O)n1CC1CCCO1 (stereo unspecified) | -24% | -0.1% | i | 28 | 2% | i | 0.4 | -2.7% | 14% | -0.6 | 53 | 2%
COc1ccccc1N1CCN(C(=O)c2ccc3c(c2)CCN3S(C)(=O)=O)CC1 | -18% | 0.6% | i | 9 | 8% | i | 1.5 | -3.7% | 3% | -0.2 | 58 | 7%
Cc1[nH]c2ccccc2c1/C=N/NC(=O)c1ccccc1 | -9% | -0.2% | i | 13 | -18% | i | 0.2 | -3.3% | -15% | 0.4 | 38 | 1%
C=CCSc1nnc2c(n1)OC(c1ccccn1)N(C(C)=O)c1ccccc1-2 (stereo unspecified) | 10% | -0.1% | i | 42 | 12% | i | 1.0 | -3.4% | -9% | -1.3 | 62 | -5%
CSc1ncccc1C(=O)OCC(=O)c1cc2ccccc2o1 | -27% | -0.2% | i | 26 | 15% | i | 5.4 | 3.1% | 15% | 1.3 | 55 | -2%
Cc1cccc(NC(=O)C2CC(=O)N(c3ccccc3)C2)c1C (stereo unspecified) | x | -0.3% | i | 19 | 3% | i | 0.9 | 4.0% | -38% | 0.5 | 55 | -1%
CCC(C)(C)C1CCC2(CC1)NC(=O)N(CC(=O)N(C)CC(=O)Nc1ccccc1C(F)(F)F)C2=O (stereo unspecified) | 20% | -0.2% | i | 64 | 53%* | i | 1.8 | -4.1% | 5% | 0.6 | 43 | -6%
COC(=O)COc1ccc(/C=N/NC(=O)c2ccc(N(Cc3ccccc3)S(C)(=O)=O)cc2)cc1 | -16% | 0.2% | i | 8 | 5% | i | 1.1 | -4.8% | 2% | 21 | 45 | 2%
COC(=O)/C=C1/S/C(=N/NC(=O)c2ccccc2OC)NC1=O | -19% | -0.2% | i | 14 | 7% | + | 10* | -2.5% | -20% | 0.6 | 53 | 20%
CCN(C(=O)c1cc2cccc(OC)c2oc1=O)C1CCCCC1 | -17% | 0.3% | i | 11 | 3% | i | 1.8 | -2.4% | -17% | 1.5 | 38 | 6%
CN1CCN(c2cc3c(cc2F)c(=O)c(C(=O)O)cn3CCF)CC1 | 4% | 0.1% | i | 57 | 21% | i | 0.3 | -2.9% | 18% | -0.6 | 58 | 0%
Cc1cccc2cc(C(c3nnnn3Cc3ccccc3)N3CCCc4ccccc43)c(=O)[nH]c12 (stereo unspecified) | 2% | -0.1% | i | 19 | 3% | i | 1.3 | -5.0% | -37% | 5.3 | 61 | -2%
O=C(CN1CCN(Cc2cccc(Cl)c2)C1=O)NCC1CCCO1 (stereo unspecified) | -9% | -0.2% | i | 39 | 7% | i | 2.5 | -4.2% | -13% | 3.1 | 57 | 1%
O=C(c1cc([N+](=O)[O-])ccc1Cl)N1CCN(Cc2ccccc2)CC1 | -11% | -0.1% | i | 42 | -5% | i | 0.4 | -1.4% | 8% | 0.2 | 58 | 3%
COc1ccccc1C(=O)COC(=O)CNS(=O)(=O)c1ccc(C)cc1 | -38% | 0.0% | i | 33 | 14% | i | 0.3 | -4.1% | -12% | -0.6 | 54 | 9%
Cc1ccc(C(=O)N2CCC3(CC2)NCCc2[nH]cnc23)cc1 | -5% | 0.3% | i | 52 | -2% | u | x | -2.5% | -27% | 0.2 | 57 | 8%
O=C(NCCc1c[nH]c2ccccc12)c1ccc([N+](=O)[O-])cc1 | -38% | 1.0% | i | 9 | -38% | i | 0.8 | 1.3% | 28% | 0.3 | 43 | 7%
COc1ccccc1/C=C(\C#N)C(=O)Nc1ccc(S(N)(=O)=O)cc1 | -28% | -0.5% | i | 57 | 12% | i | 0.1 | 0.1% | -30% | -0.7 | 48 | 2%
COc1ccc(C2CC(C(F)(F)F)n3ncc(C(=O)Nc4c(C)n(C)n(-c5ccccc5)c4=O)c3N2)cc1 (stereo unspecified) | 0% | 1.4% | i | 9 | 27% | i | 4.2 | -6.3% | -28% | 0.2 | 28 | 8%
O=C(NCc1ccco1)c1cc(Cl)nc(Cl)c1 | 9% | -0.1% | i | 22 | -18% | i | 1.6 | 1.0% | -38% | 0.8 | 53 | 1%
CS(=O)(=O)N1CCN(c2ccccc2NC(=O)c2cccc3ccccc23)CC1 | -26% | -0.3% | i | 33 | 9% | i | 1.4 | -0.6% | -3% | -6.0 | 91 | 9%
CCNc1nc(NC(C)C)nc(N(C#N)CC(=O)OC)n1 | 13% | 0.5% | i | 39 | -17% | i | 0.3 | 4.3% | -12% | -0.5 | 43 | 0%
O=C(NCc1ccco1)C1CN(S(=O)(=O)c2ccccc2)CCN1S(=O)(=O)c1ccccc1 (stereo unspecified) | -2% | 0.3% | i | 28 | 8% | i | 0.9 | -0.7% | -12% | -0.1 | 76 | 7%
CC(C)CC(=O)Nc1cccc2c1C(=O)N(c1ccccc1)C2=O | -14% | 0.9% | i | 60 | 8% | i | 0.3 | 0.7% | -1% | -0.7 | 35 | -10%
CN(C)c1nc(C(=O)NN)nc(N(C)C)n1 | -5% | -0.2% | i | 16 | 13% | i | 4.6 | -3.3% | -6% | 0.8 | 49 | -5%

Only part of the results is shown; count on the stated rates, not on these rows.
